Source: PubChem
RmlCD inh mix = RmlC and RmlD coupled enzyme inhibitors, primary screen, biochemical, 384-well, compound mixtures, retest; RmlC/RmlD coupled enzyme inhibition, 384-well mixture HTS; inhibition, % at 5.5 µM; hit rate 0.39% among 110,000; AID 1532, 2009; in the data active = inhibition above about 30%, passing the limit was not always enough; inconclusive = no clear call, values can overlap the other calls; note: strong numbers were not always called active
RT RNaseH block = HIV-1 RT RNase H inhibitors, primary screen, biochemical, fluorescence; inhibition, % at 10 µM; AID 565, 2006; hit rate 1.9% among 65,000; RT-RNase H RNA/DNA duplex cleavage; in the data active = inhibition above about 50%
Numbers without * were called inactive; ? = inconclusive; . = no result given. Only part of the results is shown, so the mix of outcomes need not match the whole.

The first 23 compounds as a preview:
SMILES | RmlCD inh mix | RT RNaseH block
COC(=O)Cc1c(C)c2c(OCc3nn[nH]n3)cc(C)cc2oc1=O | 38* | -3
CC1CCCCC1NC(=O)c1ccc2c(c1)[nH]c(=O)n2C1CCCC1 (stereo not given) | -2 | -2
CCOC(=O)c1cc(-c2ccc(N)cc2)sc1N | -2 | 17
O=C(CSc1nnc(CNc2ccccc2)o1)c1ccc2c(c1)OCCO2 | -11 | -81
CCC(=O)Nc1nc2c(OC)ccc(OC)c2s1 | -7 | -6
CC1=NCCN1S(=O)(=O)c1ccc(Br)c(C)c1 | -8 | -8
Cc1c(NC(=O)CSc2nc3ccccc3s2)c(=O)n(-c2ccccc2)n1C | 3 | .
COc1ccc(C2SCC(=O)Nc3c2c(=O)[nH]n3C2CCCCC2)cc1 (stereo not given) | -15 | 4
O=C(c1ccco1)N1CCN(C(c2ccc(Cl)cc2)c2nnnn2Cc2ccccc2)CC1 (stereo not given) | 7 | .
CC(NS(C)(=O)=O)C(c1cccs1)N1CCN(c2ccccc2)CC1 (stereo not given) | 8 | -2
Cc1ccc(Nc2nc3nonc3[nH]c2=O)cc1 | 5 | 15
Cc1ccc2nc(/C(C#N)=C/c3cn[nH]c3-c3ccc(F)cc3)[nH]c2c1 | 7 | .
COc1ccc(C(=O)NN2C(=O)C3C4C=CC(O4)C3C2=O)cc1 (stereo not given) | 10 | .
Cc1ccc(S(=O)(=O)N[C@@H](CCCCN)C(=O)CCl)cc1 | -11 | .
Nc1nc(SCc2ccc3c(c2)OCO3)n[nH]1 | 5 | -31
COCCn1c(Cc2ccccc2)nnc1SCc1nc2ccccc2c(=O)[nH]1 | 6 | .
CCN1CCN(c2nc3c(c(=O)n(C)c(=O)n3C)n2CCSc2nccc(C)n2)CC1 | -16 | -2
Cc1ccc(C(=O)NCc2ccco2)cc1S(=O)(=O)N1CCOCC1 | -11 | .
CN(C)CCc1nn[nH]n1 | 7 | -3
O=C(O)CCn1[nH]c(=O)ccc1=O | 6 | -3
COC(=O)CSc1[nH]c(=O)cc(C)c1C#N | 7 | .
Cc1cccc(N2CCN(C(=O)Cn3sc4nc(C)cc(C)c4c3=O)CC2C)c1 (stereo not given) | -3 | 93*
Cc1occc1C(=O)NC(C)C1CCCO1 (stereo not given) | -5 | -2

All compounds of this part, from the start:
SMILES | RmlCD inh mix | RT RNaseH block
COC(=O)Cc1c(C)c2c(OCc3nn[nH]n3)cc(C)cc2oc1=O | 38* | -3
CC1CCCCC1NC(=O)c1ccc2c(c1)[nH]c(=O)n2C1CCCC1 (stereo not given) | -2 | -2
CCOC(=O)c1cc(-c2ccc(N)cc2)sc1N | -2 | 17
O=C(CSc1nnc(CNc2ccccc2)o1)c1ccc2c(c1)OCCO2 | -11 | -81
CCC(=O)Nc1nc2c(OC)ccc(OC)c2s1 | -7 | -6
CC1=NCCN1S(=O)(=O)c1ccc(Br)c(C)c1 | -8 | -8
Cc1c(NC(=O)CSc2nc3ccccc3s2)c(=O)n(-c2ccccc2)n1C | 3 | .
COc1ccc(C2SCC(=O)Nc3c2c(=O)[nH]n3C2CCCCC2)cc1 (stereo not given) | -15 | 4
O=C(c1ccco1)N1CCN(C(c2ccc(Cl)cc2)c2nnnn2Cc2ccccc2)CC1 (stereo not given) | 7 | .
CC(NS(C)(=O)=O)C(c1cccs1)N1CCN(c2ccccc2)CC1 (stereo not given) | 8 | -2
Cc1ccc(Nc2nc3nonc3[nH]c2=O)cc1 | 5 | 15
Cc1ccc2nc(/C(C#N)=C/c3cn[nH]c3-c3ccc(F)cc3)[nH]c2c1 | 7 | .
COc1ccc(C(=O)NN2C(=O)C3C4C=CC(O4)C3C2=O)cc1 (stereo not given) | 10 | .
Cc1ccc(S(=O)(=O)N[C@@H](CCCCN)C(=O)CCl)cc1 | -11 | .
Nc1nc(SCc2ccc3c(c2)OCO3)n[nH]1 | 5 | -31
COCCn1c(Cc2ccccc2)nnc1SCc1nc2ccccc2c(=O)[nH]1 | 6 | .
CCN1CCN(c2nc3c(c(=O)n(C)c(=O)n3C)n2CCSc2nccc(C)n2)CC1 | -16 | -2
Cc1ccc(C(=O)NCc2ccco2)cc1S(=O)(=O)N1CCOCC1 | -11 | .
CN(C)CCc1nn[nH]n1 | 7 | -3
O=C(O)CCn1[nH]c(=O)ccc1=O | 6 | -3
COC(=O)CSc1[nH]c(=O)cc(C)c1C#N | 7 | .
Cc1cccc(N2CCN(C(=O)Cn3sc4nc(C)cc(C)c4c3=O)CC2C)c1 (stereo not given) | -3 | 93*
Cc1occc1C(=O)NC(C)C1CCCO1 (stereo not given) | -5 | -2
COC(=O)C1=C(c2cccc(OC)c2OC)C[C@@H]2CC[C@H]1N2C(=O)NCc1ccc(C(F)(F)F)cc1 | 8 | .
COc1cc2c(cc1O)CCN(C(=O)c1ccco1)C2C (stereo not given) | 12 | .
Cc1noc(C)c1COC(=O)c1cc2ccccc2cc1O | 6 | .
Cc1c(N=Cc2c(O)n(Cc3ccc(F)cc3)c(=O)[nH]c2=O)c(=O)n(-c2ccccc2)n1C | -12 | .
S=C(NCc1cccnc1)Nc1cccc(Cl)c1 | 6 | .
CN(C)S(=O)(=O)NC(c1ccccc1)c1ccccc1 | 3 | 1
CCOc1ccc2c(c1)n(CO)c(=S)n2CO | 10 | -2

Record cards (already shown). Values in the order: RmlCD inh mix	RT RNaseH block
CN(C)CCc1nn[nH]n1 is listed as 7	-3
COC(=O)CSc1[nH]c(=O)cc(C)c1C#N is listed as 7	.

(cont.)
SMILES | RmlCD inh mix | RT RNaseH block
Cc1nnc(SCc2ccc3c(c2)OCO3)s1 | 1 | .
COc1ccc(C(=S)N2CCNCC2)cc1 | 12 | .
O=C(CSc1nnc(-c2cccs2)o1)c1cccs1 | 6 | -4
COc1cc(OC)c(OC)cc1CNc1cc(C)ccc1OC | 6 | -3
COc1ccccc1C1CC(=O)NC(SCC(=O)Nc2ccccc2)=C1C#N (stereo not given) | 3 | -61
CCCN1CCN(C(=O)Nc2ccc(C(=O)OCC)cc2)CC1 | 6 | .
C=CCNC(=O)c1ccccc1NC(=O)c1ccccc1 | 6 | 17
Cc1[nH]nc2c1C1(CCC(c3ccccc3)CC1)C(C#N)=C(N)O2 (stereo not given) | 0 | -46
O=C(O)c1ccc2c(c1)C(=O)N(Cc1ccccc1)C2=O | -13 | -12
Cc1ccc(S(=O)(=O)c2n[nH]n3c2nc(=O)c2ccccc23)cc1 | -25 | -10
C[C@@]12N[C@@H](Cc3ccccc31)c1ccccc12 | 4 | .
CSc1n[nH]c(NC(C)=O)n1 | -9 | .
CC1CCc2cc(F)cc3c(=O)c(C(=O)O)cn1c23 (stereo not given) | 8 | 2
CC(C)Cn1cnc2c(=O)oc3ccccc3c21 | 20 | .
CC(C)N=C1SCC(C)(/C=N/O)S1 (stereo not given) | 14 | -5
O=C(CSc1nnc(-c2ccc(S(=O)(=O)N3CCCC3)cc2)o1)NCc1ccccc1 | -14 | .
CCOC(=O)CSc1nc2cc(OCC)ccc2cc1C#N | -5 | -7
COn1c(SC2CCCCC2)nc2ccccc2c1=O | 7 | -9
COc1cccc(NC(=O)COC(=O)c2cccnc2)c1 | -3 | -1
COC(=O)N[C@H](CC(C)=O)c1ccccc1 | -6 | .
Cc1nc2cc(NC(=O)N3c4ccccc4CC3C)ccc2o1 (stereo not given) | -6 | 31
Cc1ccc(S(=O)(=O)N2CCN(C(=O)C3=COCCO3)CC2)cc1C | 8 | .
COc1ccc(C2=NO[C@@H]3C(=O)N(c4ccc5c(c4)OCCO5)C(=O)[C@H]23)cc1OC | -3 | 0
O=C(COc1ncnc2ccccc12)NCCC1=CCCCC1 | -7 | -8
Cc1ccc(-c2nc3ncccn3c2Nc2ccc3c(c2)OCCO3)cc1 | -5 | .
CCN(CC)c1ccc(NC(=O)c2cc3ccccc3o2)c(C)c1 | -58 | 1
COc1ccc(OC)c(S(=O)(=O)N2CCC(C(=O)NC(C)c3ccccc3)CC2)c1 (stereo not given) | -1 | -1
O=S(=O)(Nc1nc2ccccc2[nH]1)c1ccc(Cl)cc1 | 3 | -54
NC1=NC[C@H](Cc2ccc(O)cc2)N1CCCCC1CCCCC1 | 13 | .
CCc1nnc(NC(=O)c2ccc(S(=O)(=O)N(CC(C)C)CC(C)C)cc2)o1 | -200 | 27
Cc1sc(NC(=O)c2ccco2)c(CN2CCN(c3ccc(F)cc3)CC2)c1C | 4 | .
O=C(Cn1cc(C(=O)C2CC2)c2ccccc21)NCc1ccc2c(c1)OCO2 | 7 | .
O=C1CCCN1c1ccc(CNS(=O)(=O)c2ccc(F)cc2)cc1 | -4 | -10
COc1cccc(-n2c(SC)nnc2-c2c[nH]c3ccccc23)c1 | 0 | -31
Cc1cccc(NC(=O)c2nc[nH]c2C(=O)N[C@@H](Cc2ccccc2)C(=O)OC(C)(C)C)c1 | -13 | .
COc1ccc(-c2nc(CSCC(=O)NCc3ccco3)c(C)o2)cc1 | 6 | 1
CN1C(=O)CC(N2CCN(C(=O)CN3CCCC3)CC2)C1=O (stereo not given) | 12 | -14
CCCOc1ccc(N2CC(C(=O)Nc3ccc4c(c3)OCO4)CC2=O)cc1 (stereo not given) | 3 | 6
Cc1nc(P(=O)(c2ccccc2)c2ccccc2)c(N2CCOCC2)o1 | -14 | -13
CCN(CC)S(=O)(=O)c1ccc(Oc2ccc(S(=O)(=O)N(CC)CC)cc2)cc1 | 6 | .
CCOC(=O)c1ccc(NC(=O)C2CCCN(S(=O)(=O)c3cnc[nH]3)C2)cc1 (stereo not given) | 13 | -8
Cc1ccc(C(=O)c2c(NC(=O)c3ccncc3)sc3c2CCCC3)cc1 | -9 | .
c1ccc(-c2ccc(CN3C[C@@H]4C(c5ccccc5)C5(c6ccccc6)CC4(C5)[C@H]3c3ccccc3)cc2)cc1 (stereo not given in full) | -5 | .
COc1cccc(Nc2nc(C)cc(C)c2C#N)c1 | -30 | .
COc1ccc(S(=O)(=O)N(Cc2cc3ccc(OC)cc3[nH]c2=O)CC2COCCO2)cc1 (stereo not given) | 14 | -7
COc1ccc(C2=NO[C@@H]3C(=O)N(c4ccc(C)cc4C)C(=O)[C@H]23)cc1OC | -10 | 54*
Cc1nn2c(=O)cc(CSc3nc4ccccc4[nH]3)nc2s1 | 9 | 0
O=C(O)CC(c1ccc(Cl)cc1)N1C(=O)CCC1=O (stereo not given) | 4 | -7
Nc1nnc(SCCN2C(=O)c3ccccc3S2(=O)=O)s1 | -16 | -17
CC(C)CCn1c(SCC(=O)N2CC(=O)Nc3ccccc32)nc2scc(-c3cccs3)c2c1=O | -10 | .
CC(C)(C)NC(=O)Nc1ccc2nccnc2c1 | . | -14
COc1ccccc1N1CCN(C(=O)c2cc3c(=O)n(C)c4ccccc4c3n2C)CC1 | 9 | -10
CN(C)/C=N/c1ncnc2c1cnn2-c1ccc(C(F)(F)F)cn1 | 8 | -6
COc1cc([N+](=O)[O-])ccc1NC(=O)CCCOc1ccc(C)cc1 | 15 | .
CCc1nc(NCCc2ccccn2)c2nnn(Cc3ccccc3F)c2n1 | 0 | -21
CCOC(=O)c1c(NC(=O)c2cccs2)sc(C)c1CC | 2 | -56
CCOc1cc(C=O)ccc1OCCSc1ccc(C)cc1 | 11 | .
COc1cc(NC(=O)c2cc(-c3cccs3)on2)cc(OC)c1OC | . | -43
CCN1CCN(C(=O)C2CCN(S(=O)(=O)c3cccc4cccnc34)CC2)CC1 | 3 | -12
Cc1ccc(C(=O)CSc2nnc(COc3cc(C)cc(C)c3)o2)cc1 | -8 | -14
Going on with the list.
SMILES | RmlCD inh mix | RT RNaseH block
COc1ccc(-c2csc(NC(C)c3nc4cc(C(F)(F)F)ccc4n3CCOCCO)n2)cc1 (stereo not given) | 12 | .
COc1ccc(-c2ccc(C)cc2)cc1[C@H]1[C@H]2C=CC[C@@H](C)[C@@H]2C(=O)N1Cc1ccccc1 | 12 | .
Cc1cccc(OCc2nnc(SCC(=O)Nc3ccc(C)c(Cl)c3)o2)c1 | 4 | -8
CCOC(=O)N1CCN(C(=O)CSc2ncnc3ccccc23)CC1 | 20 | -4
O=S(=O)(NCCOc1ccccc1)c1ccc2ccccc2c1 | -21 | .
CC(=O)c1ccc(-n2nnnc2SCC(=O)Nc2cccc(NC(=O)c3ccco3)c2)cc1 | -5 | .
Cc1ccc(NC(=O)c2cc(NC(=O)c3ccco3)ccc2N2CCOCC2)cc1 | -4 | 10
N#Cc1c(-c2ccco2)cc(-c2cccnc2)nc1N | ? | -22
CS(=O)(=O)N1CCN(C(=O)c2ccc(F)cc2)CC1 | 5 | 1
O=C(NC12CC3CC(CC(C3)C1)C2)N1CCCC(CO)C1 (stereo not given) | 9 | -1
Cc1ccccc1-n1c(SC(C)C(N)=O)nnc1-c1cccnc1 (stereo not given) | -18 | -8
Cc1cccc(OCCNC(=O)c2cc(-n3cnnc3)ccc2Cl)c1 | -12 | .
COc1cc(C2C(C(=O)c3cccs3)=C(O)C(=O)N2c2cc(C)on2)ccc1O (stereo not given) | 10 | 0
CSc1ccc(S(=O)(=O)Nc2ccc(F)cc2)cc1 | 4 | -34
Cc1nc(N)sc1N=Nc1ccc(F)cc1 | -7 | .
CCCN1C(=O)c2ccc(C(=O)NC3=NCCS3)cc2C1=O | 8 | -10
CCN(CC)C(=O)CSc1nnc([C@H](Cc2c[nH]c3ccccc23)NC(=O)OC(C)(C)C)o1 | 5 | -3
CC(c1ccccc1)n1cc(C(=O)NCC2CCCO2)nn1 (stereo not given) | -15 | -3
COc1ccccc1-n1cnnc1SCC(=O)N1CCN(S(=O)(=O)c2ccccc2)CC1 | 1 | -14
CCCOc1ccc(-c2nc(C#N)c(NCC3CCCO3)o2)cc1 (stereo not given) | -12 | .
CC1(c2nnc(-c3ccc(F)cc3)o2)CC(c2ccc(F)cc2)=NO1 (stereo not given) | 2 | .
O=S(=O)(NCc1ccc2c(c1)OCO2)c1ccc2c(c1)oc1ccccc12 | -8 | -3
O=c1ccnc(SCc2ccccc2Cl)[nH]1 | 11 | -4
Nc1ccc(C(O)(C(F)(F)F)C(F)(F)F)cc1 | -9 | .
Cc1ccc(C(=O)N2CCC(C)CC2)cc1C | -1 | .
N#CC1=C(N)Oc2ccc3ccc(O)cc3c2C1c1cccnc1 (stereo not given) | -61 | .
